Assay outcomes as filed in PubChem.
NPY Y1 blocker – antagonists of human neuropeptide Y receptor Y1. P25929. HEK293-CNG Y1 cells, membrane potential fluorescence; NPY at EC95, then isoproterenol. inhibition, % at 3.6 µM. actives 1% (n = 200,000). AID 1040;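 active = inhibition above the campaign mean inhibition of all tested compounds plus 3 SD, cut at about 20% in these data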;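 also: 0% = DMSO wells given NPY plus isoproterenol and 100% = isoproterenol alone without NPY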
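Assay system: HEK293 Y1/CNG channel cell line; Doses: single compound dose of 3.6 µM, 0.4% DMSO; Timing: dye 3 h, compound 60 min room temperature, stimulation 45 min; Technique: Membrane-potential fluorescent dye readout; Measure: % inhibition of NPY effect.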
CHOP inh – CHOP inhibition in unfolded protein response; CHO-K1 CHOP-promoter luciferase, tunicamycin-induced, 15-18 h; inhibition, % at 10 µM; actives 3.8% (n = 220,000); AID 2732;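 active = compounds that reduced the stress-induced luciferase reporter signal by more than about 70% of percent inhibition, limit read from the data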;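 also: 0% = tunicamycin plus vehicle and 100% = wells without tunicamycin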
NPY1 pot ag – potentiators or agonists of human neuropeptide Y receptor Y1. NPY-Y1 expressing cells, potentiator/agonist activation. activation, % at 3.6 µM. P25929. AID 1304. actives 0.37% (n = 220,000); in the data active = activation above about 33%, passing the limit was not always enough;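 also: cells stimulated with NPY at EC10 then isoproterenol at EC100; 0% = low agonist plus stimulus and 100% = saturating agonist plus stimulus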
EP2 modulator – modulates human prostaglandin E2 receptor EP2 signaling | induction, % at 25 µM | P43116 | actives 0.83% (n = 260,000) | EP2-expressing cells, cAMP HTRF FRET, PGE2 co-stimulation;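 active = compounds whose cAMP rise, as percent of the full-agonist control response, exceeds 60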;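 also: rat C6 glioma line stably carrying human EP2 under a CMV promoter; the protocol text gives 20 µM as final concentration; 100% = response of wells given 1 µM PGE2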
Target sequence (P43116 whole entry, looked up): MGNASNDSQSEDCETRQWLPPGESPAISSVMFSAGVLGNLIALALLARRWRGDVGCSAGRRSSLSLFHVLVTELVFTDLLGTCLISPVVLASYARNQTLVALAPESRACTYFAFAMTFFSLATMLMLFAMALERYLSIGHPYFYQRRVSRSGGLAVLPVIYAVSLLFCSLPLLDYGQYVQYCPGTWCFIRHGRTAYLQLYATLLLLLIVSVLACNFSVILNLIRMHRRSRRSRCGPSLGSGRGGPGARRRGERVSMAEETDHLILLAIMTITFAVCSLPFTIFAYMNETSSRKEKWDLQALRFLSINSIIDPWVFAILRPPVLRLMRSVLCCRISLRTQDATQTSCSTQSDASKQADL
TRPML3 ag – agonists of human TRPML3 channel; Q8TDD5; activation, % at 3 µM; actives 0.29% (n = 220,000); HEK293 TRPML3-YFP, Fluo-8 calcium fluorescence; 100% = the carbachol control signal; AID 1448;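 active = activation above its plate's cutoff, the mean activation of the plate's test wells plus 3 SD, cut at about 12% in these data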;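 also: 0% = DMSO only wells and 100% = carbachol wells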
Target sequence (Q8TDD5 whole entry, looked up): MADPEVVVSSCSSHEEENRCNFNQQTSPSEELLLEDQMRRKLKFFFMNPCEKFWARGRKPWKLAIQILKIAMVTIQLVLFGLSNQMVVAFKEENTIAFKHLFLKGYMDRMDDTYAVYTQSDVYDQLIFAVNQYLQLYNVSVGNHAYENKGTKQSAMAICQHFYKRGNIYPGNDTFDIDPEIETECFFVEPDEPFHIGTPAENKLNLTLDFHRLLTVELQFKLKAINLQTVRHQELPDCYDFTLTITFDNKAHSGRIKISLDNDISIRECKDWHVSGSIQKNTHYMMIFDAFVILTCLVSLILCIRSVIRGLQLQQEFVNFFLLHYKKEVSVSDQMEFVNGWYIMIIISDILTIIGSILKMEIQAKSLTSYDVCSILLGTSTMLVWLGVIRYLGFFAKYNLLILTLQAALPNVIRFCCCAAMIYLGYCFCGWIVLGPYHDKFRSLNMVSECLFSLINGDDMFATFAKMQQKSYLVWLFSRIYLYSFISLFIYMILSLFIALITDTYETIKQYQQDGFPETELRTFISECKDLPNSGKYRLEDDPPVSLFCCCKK
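Material: TRPML3-YFP stable HEK293 cells | Dosing: One concentration, 3 µM nominal, 0.3% DMSO | Timing: 125 s total fluorescence read per well | Technique: Fluo-8 calcium dye fluorescence, ex 470-495, em 515-575 nm | Measure: Percent activation from peak-to-basal fluorescence ratio, scaled between DMSO and carbachol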
PPC-1+TRAIL kill – compounds killing PPC-1 cancer cells with TRAIL present (potentiator screen, no TRAIL-free arm). AID 1443. PPC-1 cells + TRAIL, ATPLite viability luminescence. cell killing (% activity), % at 4 µM. actives 0.41% (n = 220,000);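 active = cell killing above 50% in the first pass at 4 µM, then a duplicate retest at 5 µM averaging 50% or more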;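 also: plate controls were cells with TRAIL plus DMSO for no effect and medium-only wells lacking cells for full effect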
14-3-3 Bad inh – disrupts binding of bovine 14-3-3 zeta to phospho-Bad peptide. actives 0.71% (n = 220,000). TR-FRET 14-3-3zeta/Dy647-pBad peptide displacement, 1 h. inhibition, % at 21.7 µM. AID 781;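 active = inhibition above about 70%, limit read from the data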;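 also: 0% = full 14-3-3 plus peptide FRET controls and 100% = background without 14-3-3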
EP2 antag – inhibitors of human EP2 prostaglandin E2 receptor; actives 0.52% (n = 260,000); inhibition, % at 25 µM; C6 glioma cells expressing human EP2, cAMP TR-FRET; cells stimulated with saturating PGE2; AID 1422;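 active = percent inhibition above 40 after rounding to a whole number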;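 also: rat C6 glioma host cells with rolipram phosphodiesterase inhibitor present; the protocol text gives 20 µM as final concentration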
TRPN1 ag – zebrafish TRPN1 (NompC) channel agonism. HEK293 zebrafish TRPN1-YFP, Fluo-8 calcium fluorescence; 100% = response to 87 µM carbachol. activation, % at 3 µM. actives 0.18% (n = 220,000). AID 1424;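 active = activation above its plate's cutoff, the mean activation of test wells on that plate plus 3 SD, cut at about 19% in these data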;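 also: 0% = DMSO alone and 100% = 87 µM carbachol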
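Material: zebrafish TRPN1-YFP in HEK293 cells. Doses: one dose of 3 µM, 0.3% DMSO. Incubation: dye 1 h 37 °C plus 30 min RT. Measured by: intracellular calcium fluorescence with Fluo-8.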
The depositor's hits bear a star; nt = not tested or not shown; & = joins results of further samples; [ ] = remark or other dose. This is a subset; the hit share may differ from the screen's.

SMILES	NPY Y1 blocker	CHOP inh	NPY1 pot ag	EP2 modulator	TRPML3 ag	PPC-1+TRAIL kill	14-3-3 Bad inh	EP2 antag	TRPN1 ag
C=C(C)C1Cc2c(C)nn(-c3cccc4cccnc34)c2C1 (centres undefined)	nt	12	23	-17	0.0	-4	-5	7	-1.4
Cc1cc(C)[n+](-c2ccc(F)cc2)c2[nH]c(=O)[nH]c(=O)c12	3	5	-9	12	1.2	-1	17	2	-0.2
CC(C)Cc1cc(C(=O)N2N=C(C(F)F)CC2(O)C(F)F)c2ccccc2n1 (centres undefined)	-3	32	-7	3	0.9	-7	-5	4	-1.0
COc1ccc(NC(C)=O)cc1NC(=O)CSc1nnc(-c2ccccc2)n1N	1	-12	-13	29	1.3	20	-4	nt	-1.5
NC(=O)[C@@H]1CCCNc2c(I)cc([N+](=O)[O-])cc2C(=O)N[C@@H](Cc2ccccc2)C(=O)N[C@@H](Cc2cnc[nH]2)C(=O)N1	10	2	-24	22	-0.8	10	36	2	2.2
CCCc1cc(=O)n2[nH]c(NCc3ccccc3Cl)nc2n1	6	-9	-6	29	3.8	2	12	11	0.8
Cc1ccc(-n2nnnc2-c2cnc3ccc(Cl)cc3c2-c2ccccc2)cc1	0	12	0	-6	0.3	10	-7	8	-0.6
CNC(=O)c1ccccc1NC(=O)C1CC(=O)N(c2ccc(OC)cc2)C1 (centres undefined)	7	17	-10	-16&-19	0.8	12	-5	9&8	0.3
COc1cc(/C=N/NC(=O)CC2(C)OCCO2)cc(Br)c1O	-3	-4	1	30	0.3	0	-8	6	-0.1
CC(C)CCOP(=O)(c1ccc(N(C)C)cc1)C(O)c1ccccc1F (centres undefined)	5	-4	-15	13	-0.8	28	-6	7	1.0
CCOP(=O)(OCC)C(NC(=O)Nc1ccc(Cl)c(Cl)c1)c1ccccc1 (centres undefined)	-2	20	14	-29	-0.8	0	9	5	2.7
c1coc(-c2nnc3sc(Cc4cccs4)nn23)c1	4	-2	-10	31	0.5	10	-14	8	0.4
CC(C)Oc1ccc(C(=O)NC2(C(F)(F)F)N=C3SCCN3C2=O)cc1 (centres undefined)	3	30	-4	5	0.3	4	6[fluorescence artefact?]	6	-0.4
O=C(NC1(C(F)(F)F)N=C(c2ccccc2)NC1=O)c1ccc(Cl)cc1Cl (centres undefined)	2	1	-3	1	0.0	14	-3	6	-2.3
COCCN=c1scc(C)n1/N=C/C1CC2C=CC1C2 (centres undefined)	2	0	-3	-42	1.1	8	-5	12	1.5
O=C(/C=C/c1cccc([N+](=O)[O-])c1)Nc1ccccc1N1CCOCC1	2	27	0	3	0.0	15	5	14	0.7
Cc1nn(C)cc1C1C2=C(CC(C)(C)CC2=O)OC2=C1C(=O)CC(C)(C)C2	6	-23	6	8	1.2	23	6	24	1.2
Cc1[nH]c2ccccc2c1C(=O)COC(=O)Cn1cnc2ccccc21	-3	8	-2	1	1.0	20	7	10	1.9
COc1cccc(C2CC(c3ccccc3Cl)Nc3nc(N)nn32)c1 (centres undefined)	-1	12	2	-31	2.4	-3	-11	7	4.2
COCCn1c(SCC(N)=O)nc2c(c1=O)SC(C)C2 (centres undefined)	0	-27	7	2	0.3	7	13	11	0.4
Cc1cc(Nc2ccc(Br)c(C)c2)n2nc(C)nc2n1	-1	62	4	11	-0.3	24	3	2	-1.1
COc1ccc(C(=O)Nn2c(SCC(=O)c3ccccc3)nc3ccccc3c2=O)cc1	3	31	3	-20	0.5	29	-7	nt	1.1
COCCn1c(=NC(=O)c2ccc(S(=O)(=O)N3CCc4ccccc4C3)cc2)sc2cc(OC)ccc21	4	12	-9	28	0.8	11	-57	11	0.3
CC(=O)Nc1ccc(OCC(O)CN2CCN(c3cc(Cl)ccc3C)CC2)cc1 (centres undefined)	4	9	-9	-45&-34	2.2	24	9	5&8	3.3
O=C1CC(C(=O)Nc2ccc(Br)cc2)S/C(=N\N=C\c2ccco2)N1 (centres undefined)	nt	43	10	-11	0.8	1	-4	10	1.8

(listing goes on)
SMILES	NPY Y1 blocker	CHOP inh	NPY1 pot ag	EP2 modulator	TRPML3 ag	PPC-1+TRAIL kill	14-3-3 Bad inh	EP2 antag	TRPN1 ag
CCCCC(=O)OCC(=O)Nc1ccc(SC(F)F)cc1	6	9	11	26	-0.3	11	-1	2	-3.5
COC(=O)c1ccc(NC(=S)N2CCN(Cc3ccccc3OC)CC2)cc1	1	21	12	-68	0.7	18	-12	14	0.5
OC(COCc1cccs1)CN1CCN(c2ccccn2)CC1 (centres undefined)	0	-16	-47	9	0.0	24	2	7	-0.9
Cc1ccccc1OCC(=O)Nc1ccc2c(c1)n(C)c(=O)n2C	4	12	-1	-16	1.6	16	-10	4	2.7
O=C(CSc1nc(-c2cccs2)cc(C(F)(F)F)n1)Nc1cc(OCC(F)(F)C(F)F)cc([N+](=O)[O-])c1	1	30	9	-1	0.1	16	-4	-1	0.6
O=C(/C=C\c1cccs1)c1c(O)ccc2ccc(=O)oc12	2	-60	-5	15	0.2	12	-5	13	0.1
Oc1ccccc1-c1nnc(SCCN2CCOCC2)n1Cc1ccccc1	5	nt	-15	-6	-0.2	-5	24[fluorescence artefact?]	15	-0.4
O=C(/C=C/c1ccco1)NC(=S)Nc1nc(-c2ccc(Cl)cc2)cs1	-1	37	-6	12	1.0	8	-2	12	-0.7
COc1cc2cc(C(=O)Nc3ccccc3)c(N)nc2cc1OC	6	-35	2	-50	0.7	19	4	12	0.5
COC(C[C@@H]1O[C@H]1[C@@H](O)COCc1ccccc1)OC	nt	8	nt	-18	nt	-2	2	7	nt
COc1ccc2cc(C#N)c(N3CCN(C(=O)c4ccccc4C)CC3)nc2c1	8	42	-7	-38	0.4	25	-3	13	0.9
Cc1cc(C(=O)Nc2ncn(Cc3ccc(F)cc3)n2)ccc1[N+](=O)[O-]	nt	-2	6	-18	-0.1	10	1	5	0.9
CSc1ncc(OCc2ccccc2)c(=O)[nH]1	nt	12	22	17	0.7	2	-6	19	0.9
Cc1c([N+](=O)[O-])nnn1-c1cc(Cl)cc(Cl)c1	-6	1	19	-2	-0.2	-14	-19	0	-3.4
CC(=O)c1ccc(NC(=O)CSc2ccc(-c3ccc4c(c3)OCO4)nn2)cc1	-9	-5	-4	14	0.5	21	20	6	1.6
CC(C)CC(C(=O)Nn1cnnc1)N1C(=O)c2ccccc2C1=O (centres undefined)	-5	18	9	8	0.8	13	-1	8	1.8
CCOC(=O)c1[nH]cnc1C(=O)Nc1ccncc1	0	19	20	29	0.3	28	3	11	0.4
CCCC1(C)Nc2ccccc2-c2nc3ccccc3n21 (centres undefined)	-1	-24	0	-10	-0.5	11	-10	10	-0.3
CCOC(=O)C1CCCN(C(=O)COC(=O)c2cc(=O)c3ccccc3o2)C1 (centres undefined)	3	-16	8	2	0.5	1	-1	6	-0.2
O=c1oc(Nc2ccccc2Cl)nc2ccccc12	5	-7	-3	-32	0.5	26	-5	10	1.1
COc1ccc(NC(=O)/C=C/c2cc(OC)c(OC)c(OC)c2)cn1	1	-38	7	-25	1.4	1	-1	6	0.7
COc1ccc(CC(=O)Nc2nc3ccccc3[nH]2)cc1	nt	19	7	-35	-1.6	4	-7	12	-2.4
O=C1Nc2ccc([N+](=O)[O-])cc2OC1CCN1CCN(Cc2ccccc2)CC1 (centres undefined)	-5	9	16	-32	1.0	2	3	6	0.8
CC(C)=CC[N+]1(C)CCCCC1	5	8	9	13	-0.1	11	-4[fluorescence artefact?]	8	-0.9
CCCCCCCCNC(=O)C(CCC(=O)OCc1ccccc1)NC(C)=O (centres undefined)	1	14	-18	0	-0.7	10	-7	12	-1.4

The list continues:
SMILES	NPY Y1 blocker	CHOP inh	NPY1 pot ag	EP2 modulator	TRPML3 ag	PPC-1+TRAIL kill	14-3-3 Bad inh	EP2 antag	TRPN1 ag
CC1=C([N+](=O)[O-])C(c2ccccc2)C2=C(N1)c1ccccc1C2=O (centres undefined)	-4	20	21	-2	-0.5	18	-13	13	-1.6
N=C1C(c2nc3ccccc3s2)=C(O)CN1NC(=O)c1ccccc1[N+](=O)[O-]	-1	19	5	-14	0.7	4	6	2	0.6
CSCCC(NC(=O)c1ccco1)C(=O)OCc1cc([N+](=O)[O-])cc2c1OCOC2 (centres undefined)	0	-17	21	-7	2.0	7	-7	5	-0.2
COC(=O)c1ccc(COc2ccc3c(C)c(C)c(=O)oc3c2)o1	1	41	-9	32	0.4	10	11	21	-0.1
CC(C)c1nnc(NC(=O)CCC(=O)Nc2ccc(F)cc2)s1	-2	18	4	-23	0.5	-2	8	9	1.3
COC(=O)Nc1nc(C)c(C(=O)c2ccccc2)s1	9	9	-9	8	0.1	18	2	1	-0.3
N#CC1(NC(=O)CN2CCc3ccccc3C2)CCCC1	-1	15	11	26	0.3	10	2	6	1.1
COc1ccc2nc(NC(=O)Nc3cccc4ccccc34)sc2c1	-1	88*	22	-13	0.7	25	-13	5	-0.9
O=C(O)C1=C[C@H](c2ccc(Br)cc2)C[C@H](OCc2ccc(CO)cc2)O1	17	-4	-32	9	0.3	21	-6	4	0.5
O=C(Nc1c2c(nn1-c1ccc(F)cc1)CS(=O)C2)c1ccc(S(=O)(=O)N2CCOCC2)cc1 (centres undefined)	3	-20	16	15	0.7	14	-9	4	0.8
Cc1cccc(C(=O)NCCN2CCOCC2)c1[N+](=O)[O-]	3	2	-6	14	0.9	4	-8	7	-1.3
COC(=O)[C@@H]1[C@@H](C)OC(=O)N[C@H]1c1ccccc1	4	-2	-13	16	0.8	-4	1	14	0.3
O=C1NN(c2ccc(F)cc2)C(=O)/C1=C\C=C\c1ccco1	-5	10	8	-31	0.9	0	-20[fluorescence artefact?]	9	0.9
Cc1nn(-c2ccc(F)cc2)c2c1cc(C#N)c1nc3ccccc3n12	0	1	-4	5	0.8	1	0	9	0.0
CC1CCCC(NC(=O)Nc2cccs2)C1C (centres undefined)	2	20	-21	-13	0.1	8	-11[fluorescence artefact?]	5	-0.6

Grouped by structure, those above containing a cyano group.
SMILES	NPY Y1 blocker	CHOP inh	NPY1 pot ag	EP2 modulator	TRPML3 ag	PPC-1+TRAIL kill	14-3-3 Bad inh	EP2 antag	TRPN1 ag
COc1ccc2cc(C#N)c(N3CCN(C(=O)c4ccccc4C)CC3)nc2c1	8	42	-7	-38	0.4	25	-3	13	0.9
N#CC1(NC(=O)CN2CCc3ccccc3C2)CCCC1	-1	15	11	26	0.3	10	2	6	1.1
Cc1nn(-c2ccc(F)cc2)c2c1cc(C#N)c1nc3ccccc3n12	0	1	-4	5	0.8	1	0	9	0.0
